# Screening data: PubChem BioAssay, National Center for Advancing Translational Sciences (NCATS)
# KB-V1 cytotox: KB-V1 MDR subline cytotoxicity; actives 3.4% (n = 400,000); KB-V1 MDR cells viability, CellTiter-Glo, 72 h; AID 1347076; Potency, µM (top dose mostly 46.1 µM), without a hit: at the highest dose activity change, negative = cytotoxicity, hits mostly cytotoxic; note: potency is the fitted concentration of half-maximal effect; % is set by controls: 0 for no effect and ±100 for the full control effect; nearly all actives have a fitted effect of over 60% in size
#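 Potencies derive from concentration-effect curves fitted to normalized luminescence (CellTiter-Glo) of KB-V1 cells treated for 72 h at 37 degrees C in phenol-red-free DMEM containing 10% FBS.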
# MCF10A rereplic: DNA re-replication induction in MCF 10a cells; MCF 10A DNA re-replication, Hoechst nuclear intensity, 48 h; Potency, µM (series often up to 46.1 µM), inactives show at the top dose activity, positive = re-replication, hits mostly activators; actives 2.9% (n = 350,000); AID 624296; note: potency is the fitted concentration of half-maximal effect; % of control where 0% means no effect; nearly all actives have a fitted effect of over 50% in size
# HT1080 IDH1KD tx: HT-1080 IDH1 knockdown cell toxicity (counter line); HT-1080 IDH1 knockdown viability, ATP luminescence, 48 h; Potency, µM (doses to about 46.1 µM), without a hit: at the highest dose activity, negative = toxicity, hits mostly cytotoxic; actives 2% (n = 360,000); AID 686971;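 note: potency is the fitted concentration of half-maximal effect; 0% = DMSO wells and -100% = cell-free medium wells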
#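 % activity derives from luminescence (CellTiter-Glo), normalised to DMSO and no-cell wells. HT-1080-IDH1KD cells, 750/well, had 48 h compound exposure at 37 °C.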
# D3 ag: activates the human D3 dopamine receptor; P35462; D3R DiscoveRx beta-arrestin cells, luminescence, 90 min; max activation, %; actives 0.58% (n = 410,000); in the data active = max activation above about 30%; note: 0% is about no effect; mostly tested at two doses, the higher about 12 µM
# Target sequence (P35462 whole entry, looked up): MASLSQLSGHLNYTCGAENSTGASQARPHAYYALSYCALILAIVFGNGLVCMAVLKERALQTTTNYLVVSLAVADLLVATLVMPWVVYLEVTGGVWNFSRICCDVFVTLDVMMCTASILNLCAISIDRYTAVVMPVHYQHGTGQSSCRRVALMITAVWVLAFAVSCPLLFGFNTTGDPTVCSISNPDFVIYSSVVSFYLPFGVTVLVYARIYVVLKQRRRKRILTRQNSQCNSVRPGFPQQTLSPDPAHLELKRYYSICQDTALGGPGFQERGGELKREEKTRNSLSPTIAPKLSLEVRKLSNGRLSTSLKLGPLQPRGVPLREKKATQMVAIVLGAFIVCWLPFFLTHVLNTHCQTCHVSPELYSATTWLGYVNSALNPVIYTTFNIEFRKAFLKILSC
#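 Cells at 1500/well, incubated overnight, then treated with pinned compounds (dopamine as control) for 90 min at 37 degrees C. DiscoveRx reagent added for 30 - 60 minutes at room temperature; luminescence read.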
# SW480 rereplic: DNA re-replication induction in SW480 cells; SW480 DNA re-replication, Hoechst DNA content imaging, 48 h; Potency, µM (top dose mostly 46.1 µM), for the others: top-dose re-replication activation, most hits filed as activators; actives 1.8% (n = 340,000); AID 624297; note: potency is the fitted concentration of half-maximal effect; % of control where 0% means no effect; nearly all actives have a fitted effect of over 55% in size
#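 Image-based read-out: total Hoechst fluorescence of nuclei (405 nm excitation, 500-530 nm emission), with hits raising the fraction of high-intensity nuclei. SW480 colon cells incubated 48 hr with compounds at 37 C.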
# HT1080-NT tox: kills 2HG-producing HT-1080-NT fibrosarcoma cells; AID 686970; actives 1.6% (n = 360,000); Potency, µM (highest dose often 46.1 µM), without a hit: top-dose activity, negative = less viability, most hits filed as cytotoxic; HT-1080-NT fibrosarcoma viability, CellTiter-Glo ATP luminescence, 48 h;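 note: NT is the 2HG producing partner of a matched IDH1 knockdown line; potency is the fitted concentration of half-maximal effect; 0% = DMSO-treated cells and -100% = media-only wells without cells; nearly all actives have a fitted effect of over 55% in size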
#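 HT-1080-NT fibrosarcoma cells (2HG-overproducing), 750 cells/well in RPMI with 5% FBS, dosed after 2 h and incubated 48 h at 37C. CellTiter-Glo luminescence normalized to DMSO and no-cell wells; concentration-response curves fitted and classed.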
# KB-3-1 tox: kills parental KB-3-1 adenocarcinoma cells; KB-3-1 viability, CellTiter-Glo ATP luminescence, 72 h; Potency, µM (series often up to 46.1 µM), without a hit: at the top dose activity change, negative = cytotoxic, most hits filed as cytotoxic; actives 1.4% (n = 400,000); AID 1347075; note: potency is the fitted concentration of half-maximal effect; % is set by controls: 0 for no effect and ±100 for the full control effect; nearly all actives have a fitted effect of over 60% in size
#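 KB-3-1 cells, DMEM (no phenol red) + 10% FBS; compound by pin transfer, 72 h, 37 °C. Readout: CellTiter-Glo luminescence after 10 min. Data normalized, curve-fitted.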
# GLP1R cytotox: cytotoxicity counter-screen for GLP-1 receptor inverse agonists; actives 0.13% (n = 410,000); Potency, µM (top dose mostly 38.3 µM), without a hit: at the top dose activity change, negative = inhibition, hits mostly inhibitors; HEK293 cAMP-luciferase reporter cells, luminescence, 24 h;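 note: loss of luciferase light is scored as toxicity; potency is the fitted concentration of half-maximal effect; % is set by controls: 0 for no effect and ±100 for the full control effect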
#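 A 23 nL compound transfer followed 12 hours of cell culture at 37 deg C; exposure then lasted 24 hr. Luciferase assay detection reagent was dispensed and plates read for luminescence after a 12 min room-temperature wait.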
# IL-1B inflam inh: inflammasome signaling inhibition, IL-1 beta readout. actives 4.7% (n = 360,000). THP-1 LPS/ATP IL-1B secretion, AlphaLISA, 16 h; hits give low values. AID 743279. activity change, % at 57.5 µM; in the data active = activity change below about -50%; inconclusive = mostly about -30% to -49%; note: % is set by controls: 0 for no effect and ±100 for the full control effect
#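 THP-1 cells pretreated 1 hr with compounds (up to 57.5 uM final), then stimulated with LPS (250 ng/mL final) plus ATP (1.25 mM final); secreted IL-1B measured by AlphaLISA after 16 hr, decreased signal indicating inhibition.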
# * = called active by the depositor; i = inactive; u = inconclusive; x = no result given; & = joins results of further samples; [ ] = dose if it differs, or a comment. Unless noted, calls come from the whole dose curve; as a rule, active = well fitted curve in the direction sought with a large enough effect; inconclusive = small, poorly fitted or top-dose-only effect, or another doubt; inactive = no such curve, though single readings can be large; an effect the other way counts as inactive or inconclusive.
SMILES,KB-V1 cytotox,MCF10A rereplic,HT1080 IDH1KD tx,D3 ag,SW480 rereplic,HT1080-NT tox,KB-3-1 tox,GLP1R cytotox,IL-1B inflam inh
CCOC(=O)N1CCN(C(=O)C(NC(=O)c2ccco2)C(C)C)CC1 (stereo unspecified),-26%,2%,29%,4,-1%,15%,27%,5%,4
Cn1c(NCCCO)nc2c(c1=O)C1(CCCCC1)Cc1ccccc1-2,17%,18µM*,-23%,-7,0%,u,-10%,0%,-14
CSc1nc(NC(C)(C)C)nc(Oc2ccc(=O)n(C)n2)n1,0%,2%,10%,-3,-19%,24%,-9%,-2%,9
CCOC(=O)c1c(-c2ccc3ccccc3c2)csc1NC(=O)CCCC(=O)O,1%,u,-3%,6,-5%,-10%,-23%,-15%,16
CCn1c(COc2ccc(=O)n(-c3ccccc3)n2)nnc1SCC(=O)OC,-1%,-8%,-4%,-1,-12%,0%,0%,-4%,-21
CC1CCCC(NC(=S)NC(=O)c2ccccc2Br)C1C (stereo unspecified),16µM*,u,4%,-11,u,0%,26µM*,u,27
O=C(COC(=O)Cn1ccc(=O)[nH]c1=O)Nc1ccc(F)cc1,0%,-1%,21%,5,-1%,10%,7%,-12%,10
Nc1ccc(S(=O)(=O)N2CCCC2C(=O)O)cc1 (stereo unspecified),-2%,0%,-2%,5,-26%,0%,25%,7%,0
Cc1cccc(/C=N/n2c(-c3ccncc3)n[nH]c2=S)c1,-9%,u,1%,-4,16%,0%,12%,68%[activator],0
Cc1cccc(S(=O)(=O)N2CN(CC3CCCO3)c3nc4ccccc4nc32)c1 (stereo unspecified),-4%,2%,-17%,3,-2%,-13%,8%,16%,-27
COc1ccc(CNC(=O)CCSCc2ccccc2C)cc1,-3%,16%,12%,-2,-2%,5%,-2%,9%,41
CC(C)Oc1cccc(C(=O)Nc2ccc3oc(-c4cccc(Cl)c4)nc3c2)c1,0%,x,x,9,x,x,-1%,-1%,x
O=C(c1ccc(C(F)(F)F)cc1)N1CCC(=O)N([C@H](COCc2ccc(Cl)cc2)Cc2ccccc2)CC1,u,x,u,-2,x,u,u,-21%,-70*
O=C(Nc1c(C(=O)N2CCN(c3ccccc3)CC2)oc2ccccc12)c1ccco1,-12%,x,x,-11,x,x,-16%,-1%,x
CC1CC(C)CN(c2nc3c(c(=O)n(C)c(=O)n3C)n2CCSc2nc3ccccc3o2)C1 (stereo unspecified),-1%,-1%,-4%,2,-6%,16%,2%,-26%,27
COC(=O)c1cc(C(=O)OCC(=O)NCc2ccc3c(c2)OCO3)cc([N+](=O)[O-])c1,20%,0%,0%,2,1%,-1%,-5%,0%,18
COc1cccc(-c2nc3c(C#N)c[nH]n3c2NC2CCC(C)CC2)c1 (stereo unspecified),17%,x,x,-5,x,x,9%,11%,x
Cc1cc2ncn(C(=O)c3ccc4c(c3)OCO4)c2cc1C,u,-1%,11%,4,-4%,4%,6%,-2%,-19
Cc1nn(C)c(C)c1S(=O)(=O)N(CC(=O)N1CCc2ccccc21)c1ccc(C(C)C)cc1,3%,-4%,-3%,-5,9%,-8%,5%,5%,0
O=C(Nc1cccc2ccccc12)N1CCCN(c2c(Cl)cncc2Cl)CC1,0%,u,-17%,-5,33%,12%,u,-1%,-19
O=C(Nc1cccc(Cl)c1)Nc1sccc1-c1nc2ccccc2s1,u,16µM*,-21%,11,18µM*,-20%,-28%,8%,x
CCCCc1ccccc1NC(=S)NC1CCCC1,u,11%,-12%,-6,u,-17%,-7%,u,-7
Cn1cc([N+](=O)[O-])c(C(=O)Nc2ccc(Br)cn2)n1,u,u,7.1µM*,1,u,11µM*,u,-9%,-87*
C=CCOc1ccc(/C=C2\SC(=Nc3cccnc3)NC2=O)cc1,1%,-4%,-8%,7,-69%,-18%,21%,-14%,22
O=C(Cn1cnc2ccccc21)N/N=C/C(Br)=C/c1ccccc1,-4%,u,u,3,u,u,-28%,u,u
O=C(CSc1nnc(CNC(=O)c2ccccc2F)o1)c1ccccc1,-31%,-17%,11%,1,2%,1%,-2%,-5%,15
O=S(=O)(c1ccccc1)N1CCC(O)(CSc2ccccc2)CC1,0%,27%,-24%,1,18%,23µM*,-17%,6%,-23
COc1ccc(C(=O)Nc2ccc3nc(C)c(C)nc3c2)cc1,-2%,-9%,12%,1,-11%,14%,6%,-23%,-8
Cc1ccc([N+](=O)[O-])cc1NC(=O)/C=C/C(=O)O,u,3%,5%,-2,-18%,6%,2%,2%,25
Cc1nc(/C(N)=N/OC(=O)Cc2ccccc2)no1,0%,7%,7%,7,-6%,26%,12%,25%,-6
O=C(O)c1cc(-c2cccc([N+](=O)[O-])c2)n[nH]1,-2%,2%,3%,-12,-8%,1%,-5%,10%,-5
O=S(=O)(Nc1ccc(F)cc1)c1ccc(NS(=O)(=O)c2cccs2)cc1,15%,0%,-1%,18,-5%,-3%,-1%,-5%,18
Cc1ccc(N(C)S(=O)(=O)c2cccc(C(=O)NNC(=O)c3ccncc3)c2)cc1,-11%,1%,-1%,15,2%,2%,-7%,9%,-7
COc1ccccc1Cn1c(=O)oc2ccccc21,11%,x,5%,-4,x,-3%,-2%,-27%,23
CCOC(=O)CSc1nc2cc(C(=O)NCC3CCCO3)ccc2c(=O)n1Cc1ccco1 (stereo unspecified),-6%,25%,1%,1,-6%,5%,13%,-10%,-1
Cc1nn(C)c(C)c1NC(=O)CN1CCC(O)(c2ccc3c(c2)OCO3)CC1,0%,-3%,7%,5,-6%,0%,4%,-1%,11
CC(C)N(C(=O)Cn1cc(SCC(N)=O)c2ccccc21)C(C)C,-8%,8%,0%,-4,-1%,3%,4%,2%,4
CCCC(=O)N1CCC(O)(c2cccc(F)c2)CC1,-1%,14%,5%,5,-5%,8%,14%,-6%,4
Cc1cc(Br)cn2c(Cc3ccsc3)c(-c3cccc(Cl)c3)nc12,14%,x,16%,6,x,16%,0%,3%,7
O=C(CN1C(=O)NC2(CCCCCC2)C1=O)Nc1ccc2c(c1)CCC2,-11%,6%,-17%,5,7%,-12%,u,-13%,9
CN(C)S(=O)(=O)N1CCc2ccccc2C1,26%,2%,3%,5,-3%,2%,0%,-7%,3
COc1nccc(C(F)(F)F)c1C(=O)NC(=O)Nc1ccccc1,-11%,9%,8%,2,7%,4%,0%,-9%,32
COc1ccc(OC)c(CN2C(=O)c3ccccc3C2c2nnnn2-c2c(C)cccc2C)c1 (stereo unspecified),u,x,9%,-6,x,11%,-14%,1%,-1
CC(C)n1cnc2c(Nc3ccc(C(=O)O)cc3)nc(Cl)nc21,0%,23%,-19%,13,17%,-9%,7%,-18%,34
CC(C)(C)CC(=O)Nc1ccc(C(N)=O)cc1,12%,0%,2%,1,-4%,8%,16%,2%,42
CCOC(=O)C1=C(C)NC(C)=C(C(=O)OCC)C1C(=O)OCC(=O)N1c2ccccc2CC1C (stereo unspecified),-14%&-18%,7%&25%,-3%&-6%,-5&-30,8%&5%,-18%&2%,-8%&-9%,-8%&-24%,u
CCc1nc2ccc(C(=O)Nc3ccc(NC(C)=O)cc3)cc2nc1CC,u,-5%,7%,-15,2%,0%,2%,19%,9
Cc1cccc(N2C(=O)c3cccc4c(N(C)CCO)ccc(c34)C2=O)c1,u,u,-6%,-9,u,1%,1%,249%[activator],34
Cc1c(C(=O)N2CCOCC2)sc2ncnc(N3CCc4ccccc4C3)c12,-1%,0%,1%,-7,4%,-1%,-1%,2%,-17
CCOC(=O)c1ccc(-n2c(CN3CCC(C(N)=O)CC3)nc3ccc([N+](=O)[O-])cc3c2=O)cc1,0%,-10%,-3%,-4,-3%,0%,19%,-1%,0
Cc1cc(C)nc(NC(=O)/C=C/c2ccc(Cl)cc2)n1,-4%,5%,0%,-1,20%,3%,-4%,0%,u
COc1ccc2[nH]cc(CCNC(=S)NCCc3ccccc3)c2c1,-4%,1%,-17%,-2,1%,-16%,0%,u,-29
COC(=O)[C@@]12C[C@@H](CC(=O)NCCCCc3ccccc3)C(=O)N(CCc3ccc(OC)c(OC)c3)C1=CCC(C)(C)C2,16µM*,x,u,-3,x,u,u,-19%,x
Cc1noc(NC(=O)c2ccc(Cl)cc2)c1Cl,-15%,-17%,u,-2,-3%,5%,-1%,19%,-28
CCc1c(O)nc(SCc2ccccc2)n(C(C)CC)c1=O (stereo unspecified),-1%,9%,7%,11,-2%,3%[9.24 µM],-9%,3%,34
CCCc1nnc(NC(=O)CN2CCN(C)CC2)s1,6%,-3%,7%,4,2%,12%,2%,-2%,25
Cc1ccccc1NC(=O)Cc1nc(COC(=O)COc2ccccc2C(C)C)cs1,0%,15%,6%,0,7%,3%,2%,-9%,12
CCCCCCCCN1[C@@H](CC(=O)OCC)c2ccc(C(F)(F)F)cc2S1(=O)=O,u,1%,-18%,13,1%,-6%,-14%&-2%,-21%,4
O=C(Nc1ccccc1Cl)Nc1ccnn1C1CCN(C(=O)c2cscn2)CC1,4%,u,11%,5,u,-1%,u,7%,i

# An excerpt from above, limited to KB-V1 cytotox, D3 ag and IL-1B inflam inh.
canonical_smiles	KB-V1 cytotox	D3 ag	IL-1B inflam inh
Cc1cccc(N2C(=O)c3cccc4c(N(C)CCO)ccc(c34)C2=O)c1	u	-9	34
Cc1c(C(=O)N2CCOCC2)sc2ncnc(N3CCc4ccccc4C3)c12	-1%	-7	-17
